# Mtb FBA inh = Mtb FBA enzyme inhibitors, primary screen, biochemical, fluorescence, strain H37Rv; purified M. tuberculosis FBA, fluorescence read-out; inhibition, % at 1 µM; 360,000 compounds, 2.3% hits; in the data active = inhibition above about 27%;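 also: 0% = vehicle and 100% = reference inhibitor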
# Target sequence (P9WQA3 whole entry, looked up): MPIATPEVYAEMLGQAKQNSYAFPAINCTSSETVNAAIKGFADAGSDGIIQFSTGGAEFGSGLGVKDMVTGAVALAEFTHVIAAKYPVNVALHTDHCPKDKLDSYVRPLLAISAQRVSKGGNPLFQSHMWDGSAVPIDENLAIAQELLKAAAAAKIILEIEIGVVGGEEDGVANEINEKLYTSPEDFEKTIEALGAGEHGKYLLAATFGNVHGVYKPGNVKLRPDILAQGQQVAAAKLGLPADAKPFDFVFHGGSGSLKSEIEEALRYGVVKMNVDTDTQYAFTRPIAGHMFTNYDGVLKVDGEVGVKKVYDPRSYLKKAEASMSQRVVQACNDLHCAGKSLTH
# Mtb UGM inh = M. tuberculosis UGM enzyme inhibitors, primary screen, biochemical, fluorescence polarization, single point | UDP-galactopyranose mutase (Mycobacterium tuberculosis (strain ATCC 25618 / H37Rv)), … | purified UGM, fluorescence polarization probe displacement | inhibition, % at 10 µM | 320,000 compounds, 0.06% hits; in the data active = inhibition above about 10%, passing the limit was not always enough; inconclusive = no clear call, values can overlap the other calls
# Target sequence (P9WIQ1 whole entry, looked up): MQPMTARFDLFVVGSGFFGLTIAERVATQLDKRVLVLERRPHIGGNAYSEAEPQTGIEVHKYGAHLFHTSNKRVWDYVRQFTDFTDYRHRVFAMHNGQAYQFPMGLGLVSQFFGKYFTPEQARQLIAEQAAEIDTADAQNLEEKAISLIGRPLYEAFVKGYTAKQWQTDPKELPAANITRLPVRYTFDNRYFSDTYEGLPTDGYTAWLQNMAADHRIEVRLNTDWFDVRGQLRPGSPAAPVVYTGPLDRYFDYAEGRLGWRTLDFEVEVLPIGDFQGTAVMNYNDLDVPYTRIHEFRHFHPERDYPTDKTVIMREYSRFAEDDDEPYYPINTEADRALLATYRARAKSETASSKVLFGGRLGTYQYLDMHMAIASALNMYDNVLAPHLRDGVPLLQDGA
# BoNT-A LC inh2 = BoNT/A light chain protease inhibitors, primary screen, biochemical, flow cytometry, MLPCN library; multiplex microsphere protease substrate cleavage; 360,000 compounds, 0.17% hits; Botulinum neurotoxin type A light chain protease (Clostridium botulinum A str. ATCC 3502); inhibition, % at 10 µM; AID 588499, 2011; in the data active = inhibition above about 30%; inconclusive = no clear call, values can overlap the other calls; also: plate controls were buffer without enzyme for full effect and enzyme alone for no effect
# GDH-TPI inh = GDH-TPI coupling enzyme inhibitors, primary screen, artefact control for M. tuberculosis FBA inhibitor project, biochemical, absorbance, full deck; GDH-TPI coupled enzyme counterscreen, NADH absorbance; 360,000 compounds, 1.2% hits; AID 588335, 2011; inhibition, % at 4.8 µM;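 also: 0% = DMSO wells and 100% = wells lacking the enzyme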
# PrPC surface inh = inhibitors of human cell surface prion protein PrPC, primary screen, cell-based, TR-FRET | Major prion protein (Homo sapiens), P04156 | TR-FRET read-out | inhibition, % at 13.8 µM | 370,000 compounds, 0.43% hits; in the data active = inhibition above about 24%; also: 0% = median of the test wells and 100% = reference compound wells
# FadD28 binding = inhibitors of FadD28 bisubstrate probe binding, primary screen, biochemical, fluorescence polarization, single point | 360,000 compounds, 0.22% hits | inhibition, % at 12.5 µM | Mycobacterium tuberculosis FadD28 fatty-acid-AMP ligase; in the data active = inhibition above about 8.5%, passing the limit was not always enough; inconclusive = no clear call, values can overlap the other calls
# CCHFV vOTU inh = CCHFV vOTU protease inhibitors, primary screen, biochemical, Pep-AMC substrate, fluorescence | 370,000 compounds, 0.55% hits | Crimean-Congo hemorrhagic fever virus L polyprotein viral ovarian tumor (vOTU) protease … | inhibition, % at 11.5 µM; also: 0% = vehicle wells with enzyme and 100% = no enzyme wells
# Mtb BioA inh = M. tuberculosis BioA enzyme inhibitors, primary screen, biochemical, plate reader, single point, HTS; purified M. tuberculosis BioA enzyme; 360,000 compounds, 0.096% hits; AID 602481, 2012; 7,8-diaminopelargonic acid synthase BioA (Mycobacterium tuberculosis); inhibition, % at 9.99 µM; in the data active = inhibition above about 40%; inconclusive = no clear call, values can overlap the other calls
# BoNT-F LC inh = BoNT/F light chain protease inhibitors, primary screen, biochemical, flow cytometry, MLPCN library. Botulinum neurotoxin type F light chain protease (Clostridium botulinum). Multiplex microsphere protease cleavage assay. inhibition, % at 10 µM. 360,000 compounds, 0.22% hits. AID 588497, 2011; in the data active = inhibition above about 35%, passing the limit was not always enough; inconclusive = no clear call, values can overlap the other calls; also: plate controls were buffer without enzyme for full effect and enzyme alone for no effect
# Numbers without * were called inactive; ? = inconclusive; . = no result given; + = active, no number; & = joins results of further samples. Rule as the data show it, unless noted: active = inhibition above about 30%; inactive = the rest.
SMILES,Mtb FBA inh,Mtb UGM inh,BoNT-A LC inh2,GDH-TPI inh,PrPC surface inh,FadD28 binding,CCHFV vOTU inh,Mtb BioA inh,BoNT-F LC inh
CC(=O)n1cc([C@H]2C=C(C(=O)N3CCN(Cc4ccccc4)CC3)O[C@@H](OCCCCO)C2)c2ccccc21,-3.1,-0.4,0.0,0.0,.,-3.9,.,-0.8,-4.6
CC1CN(S(=O)(=O)c2ccc(NC(=O)c3ccco3)cc2)CC(C)O1 (stereo not drawn),0.9,-0.9,-1.6,4.6,1.0,-2.1,-2.7,.,-17.5
Cc1cc(=O)oc2c(C)c(OCC(=O)N3CCN(c4ccc(F)cc4)CC3)ccc12,5.8,-1.8,1.7,24.1,3.8,-0.2,-3.6,4.8,0.4
CC(C)CCN1CC(O)=C(c2nc(-c3ccc(Cl)cc3)cs2)C1=N,4.5,0.6,-0.2,2.2,-6.7,-0.2,6.3,1.5,?
COCCCN1C(=O)C(=O)/C(=C(/O)c2ccc(OC)cc2)C1c1cccc(OC)c1 (stereo not drawn),-0.9,2.4,-0.2,8.8,1.2,-3.0,10.0,.,0.3
COc1cc(C)c(Cl)c(C)c1S(=O)(=O)NCc1cccnc1,-1.2,1.0,.,7.7,3.9,0.6,-0.6,2.9,.
COc1ccc(NC(=O)c2c(C)noc2C)cc1S(=O)(=O)N1CCCCC1,-2.9,.,0.6,7.6,-1.3,-1.6,6.7,0.6,1.5
CC(C)NC(=O)c1c2c(nc3ccccc13)CCCC2,-3.9,-0.4,0.6,-4.2,2.6,-2.7,-9.2,-1.4,-0.5
OCCCNc1ncnc2scc(-c3ccc(Cl)cc3)c12,3.6,-2.0,-1.0,-5.2,4.0,-4.0,-12.0,6.9,-12.9
CCCSc1nn2c(=O)c3ccccc3nc2s1,-1.6,1.1,0.9,1.2,2.8,-2.4,0.3,-1.1,1.3
CC(/C=N/O)Cc1ccc2c(c1)OCO2 (stereo not drawn),3.5,0.6,-1.1,8.9,7.5,-0.5,5.3,-0.6,-2.7
CCOC(=O)C1(Cc2ccccc2)CCN(Cc2ccc(C)s2)CC1,1.5,0.2,-1.1,5.1,4.3,-1.0,9.3,.,-12.5
C=CC[C@@H]1Cc2c(Br)ccc(Br)c2[C@@H](CC=C)N1,-0.4,1.1,1.0,1.1,-9.4,-1.9,12.4,0.1,-4.0
Cc1ncc([N+](=O)[O-])n1CCOC(=O)NC(NCc1ccccc1Cl)C(Cl)(Cl)Cl (stereo not drawn),-2.3,-0.8,-0.3,17.7,-8.4,-5.6,6.8,0.1,-0.1
CCn1c(SCc2nc3sc(C(=O)O)c(C)c3c(=O)[nH]2)nnc1-c1ccc(Cl)cc1,-4.2,1.4,-0.4,6.2,-9.6,-5.5,6.2,.,-1.5
O=c1ccc(S(=O)(=O)N2CCCC2)cn1Cc1nc(-c2ccc(F)cc2)no1,-1.8,.,-213.0,-2.1,13.3,-4.3,4.3,-1.2,-372.7
CCOCCCNC(=O)CCn1ccc2cc(S(=O)(=O)N3CCCC3)ccc21,2.8,4.1,1.1,13.8,-1.0,-0.3,-5.8,-2.0,2.3
Cc1ccc(-c2nc(CS(=O)CC(=O)NCCCN3CCN(Cc4ccccc4)CC3)c(C)o2)cc1 (stereo not drawn),0.3,1.6,-0.1,5.5,0.1,-1.9,3.9,-2.1,-1.7
Cc1nnc(NC(=O)c2ccc(Br)cc2)s1,-1.5,0.1,1.6,4.1,0.8,-1.8,-12.9,-2.0,-3.3
Cc1cccc(CN2CCC(n3nccc3NC(=O)c3ccccc3C)CC2)n1,3.0,-1.9,0.6,-5.9,-6.2,1.6,-2.7,-2.3,-12.9
C/C=C(\C)C(=O)NNC(=O)c1sc(-c2ccccc2)nc1C,3.2,-2.3,-6.7,26.5,0.3,-1.1,0.1,-0.7,?
O=C(NCCCN1CCOCC1)c1c(F)c(F)c(F)c(F)c1F,-3.9,-0.4,-0.9,-7.2,6.9,-2.4,-2.2,1.3,-4.4
CCN(C(=O)c1cc2c(s1)-c1ccccc1S(=O)(=O)C2)c1cc(OC)ccc1OC,0.5,2.6,-0.4,14.8,-12.8,-6.5,4.9,1.1,-8.7
CCCC(O)(c1ccccc1)C(CN1CCOCC1)c1ccccc1 (stereo not drawn),2.7,1.3,0.5,-3.9,-0.7,0.7,-12.6,-2.5,-2.0
NC(N)=NC(N)=NCCc1ccccc1,-2.0,-0.7,-0.4,-3.6,-1.8,-0.4,7.3,-0.9&0.0,6.3
Cc1oc(-c2cccc(Cl)c2)nc1CN1CCCC(C(=O)NC(C)c2ccc3c(c2)OCCO3)C1 (stereo not drawn),4.6,-0.8,-0.6,-1.0,0.0,-2.5,8.3,-2.9,2.5
NS(=O)(=O)c1ccc(CNc2ccc3ccccc3n2)cc1,3.3,-1.6,-3.5,-0.7,-4.7,-3.6,-3.8,0.2,-20.3
N#Cc1ccccc1NC(=O)CSc1nccn1CCc1ccccc1,0.1,0.8,-0.5,4.3,5.0,-3.1,5.0,.,-3.0
Cc1noc(C)c1CSc1nnc(-c2c[nH]c3ccccc23)n1-c1ccc(Cl)cc1,0.4,-0.2,1.5,-5.7,3.2,0.0,0.5,-0.4,9.6
O=C(NCC(=O)N1CCN(Cc2ccccc2)CC1)c1ccc(Br)cc1,0.0,2.0,-5.6,9.8,-7.2,-4.1,-6.5,-0.4,-11.7
O=C1[C@@H]2Cc3c([nH]c4ccccc34)CN2C(=O)CN1CCCCCO,2.2,0.3,-1.8,3.5,1.8,-0.8,13.3,-1.9,-1.1
COc1ccc(-n2c(Cc3cc(=O)[nH]c(=O)[nH]3)nnc2SCc2ccccc2)cc1,2.7,2.5,-0.1,10.1,.,-1.6,.,0.4,-8.1
S=c1[nH]nc(-c2ccn[nH]2)n1-c1ccccc1Cl,4.5,-0.4,?,5.7,-0.8,-2.1,-1.4,.,?
COc1ccc(NC(=O)COn2nnc3ccc(Cl)cc32)cc1OC,2.3,0.5,0.4,0.8,2.2,2.1,10.8,1.5,-13.7
Cc1ccc(S(=O)(=O)NC(=NCC(=O)O)c2ccc(F)cc2)cc1,-3.5,1.3,-4.3,10.0,-4.0,-3.1,5.4,-1.3,-7.8
CC(=O)Nc1cc(-c2ccc(F)cc2)cn2c(-c3ccc(S(C)(=O)=O)cc3)cnc12,56.6*,.,0.0,14.7,-7.7,-6.2,-8.3,-0.2,5.5
COCC(=O)NNC(=O)c1ccc(OC)cc1,1.0,-3.7,-1.2,-2.9,-1.9,-3.1,-11.6,.,-8.7
COc1ccc(C(CC(=O)N2CCN(C)CC2)NC(=O)C(F)(F)F)cc1 (stereo not drawn),0.3,-2.9,-0.5,-0.7,5.4,-0.8,-0.8,-1.2,1.8
CCCOc1ccc2oc(=O)c3c(c2c1)CCCN3C(=O)CN1CCN(c2ncccn2)CC1,6.0,2.7,-2.7,5.7,4.8,0.5,-0.2,-0.2,?
C/C(=N/NS(=O)(=O)c1ccc(Br)cc1)c1ccc(NC(=O)c2ccc(C)o2)cc1,-2.4,1.5,0.8,21.5,0.3,-1.5,10.7,4.3,-5.0

# Part of the list above, set out differently:
COc1ccc(C(CC(=O)N2CCN(C)CC2)NC(=O)C(F)(F)F)cc1 (stereo not drawn)
  Mtb FBA inh: 0.3 | Mtb UGM inh: -2.9 | BoNT-A LC inh2: -0.5 | GDH-TPI inh: -0.7 | PrPC surface inh: 5.4 | FadD28 binding: -0.8 | CCHFV vOTU inh: -0.8 | Mtb BioA inh: -1.2 | BoNT-F LC inh: 1.8

CCCOc1ccc2oc(=O)c3c(c2c1)CCCN3C(=O)CN1CCN(c2ncccn2)CC1
  Mtb FBA inh: 6.0 | Mtb UGM inh: 2.7 | BoNT-A LC inh2: -2.7 | GDH-TPI inh: 5.7 | PrPC surface inh: 4.8 | FadD28 binding: 0.5 | CCHFV vOTU inh: -0.2 | Mtb BioA inh: -0.2 | BoNT-F LC inh: ?

# More structures:
SMILES,Mtb FBA inh,Mtb UGM inh,BoNT-A LC inh2,GDH-TPI inh,PrPC surface inh,FadD28 binding,CCHFV vOTU inh,Mtb BioA inh,BoNT-F LC inh
Cc1cc(NC(=O)c2ccc(Cl)c(S(=O)(=O)N3CCOCC3)c2)no1,3.1,-3.2,0.4,-5.5,9.1,-3.4,3.9,1.0,-5.4
Cc1cc2nc(-c3cccnc3SCC(=O)NCc3ccco3)[nH]c2cc1C,40.5*,1.4,3.4,17.4,-2.3,-5.5,-61.4,.,2.5
COc1ccc(-c2nnc(SCCc3ccccc3)n2N)cc1,6.0,1.4,-0.4,3.4,-2.0,-0.8,1.2,-0.3,2.8
Cc1cccc(Oc2c(C=O)c3ccccc3n2C)c1,5.5,0.0,-0.5,1.2,5.1,-3.8,1.9,0.7,-4.3
O=C(Nc1nncs1)c1ccc(F)c(S(=O)(=O)N2CCCCC2)c1,-0.3,.,-0.8,2.1,-1.7,-0.3,-1.9,-0.7,-9.4
Cc1ccc(/C=C/C(=O)N2CC(=O)Nc3ccccc32)o1,-4.2,-1.6,-0.2,9.1,8.5,-3.2,17.5,.,-0.9
Clc1ccc2c(c1)-c1ccccc1C1=NCCN12,51.5*,.,-0.2,20.0,12.2,-4.4,-4.8,.,-1.7
O=C(NC12CCC(O)C(SC1)/C2=N/O)c1ccccc1 (stereo not drawn),1.2,-0.6,4.3,-1.0,-4.5,-1.5,-4.9,-0.4,7.4
CC1CCCN(C(=O)CN2C(=O)C(C)Oc3ccccc32)C1 (stereo not drawn),-0.4,0.3,1.8,3.4,0.1,0.1,3.0,-1.3,1.8
CC(C)(C)CC(=O)Nc1ccc(Nc2ccccc2)cc1,-0.3,-0.9,-0.1,0.0,5.2,-2.3,14.7,0.0,-14.5
CCOC(=O)c1cc2c(ccc3ccccc32)oc1=O,+,1.5,0.3,6.7,-3.9,-4.7,-342.5,.,-1.0
O=C(c1ccc(Cl)cc1)C1CCCN(Cc2cccn2-c2ccccn2)C1 (stereo not drawn),1.0,1.5,-0.3,7.3,-8.3,-1.5,0.0,.,-4.5
COc1cccc(-c2cc(C(F)(F)F)nc(N3CCN(c4ccccc4)CC3)n2)c1,-1.7,-0.5,0.7,0.3,-0.1,-0.7,23.6,-2.1,-2.2
CN(C)C1(CNC(=O)C2CCN(S(=O)(=O)c3ccccc3C(F)(F)F)CC2)CCCCC1,1.4,-1.1,0.4,0.7,-13.2,-0.1,-1.5,-1.3,-9.8
Cc1c(Cl)cnc(NC(=O)COC(=O)c2cccs2)c1Cl,3.0,0.9,-0.1,1.9,-2.2,1.1,-3.7,-0.7,17.3
O=C(CN1C(=O)NC2(CCc3ccccc32)C1=O)Nc1cccc(F)c1 (stereo not drawn),6.9,-0.7,3.2,2.4,0.3,-2.2,-8.6,-0.7,16.2
